A3A deaminase = human APOBEC3A DNA deaminase inhibition; P31941; recombinant A3A, FAM/TAMRA ssDNA deamination fluorescence; inhibition, % at 20 µM; actives 0.41% (n = 330,000);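 active = at least 40% inhibition at 20 µM here, with at most 30% in a related deaminase screen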;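 also: plate controls were A3A with DMSO for no effect and wells lacking A3A enzyme for full effect; some results filed as inactive read as strong as hits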
HKDC1 inhibitor = HKDC1 (human) hexokinase inhibition | inhibition, % at 20 µM | AID 493160 | Q2TB90 | recombinant HKDC1, G6PDH/diaphorase resazurin coupled fluorescence | actives 0.16% (n = 340,000);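 active = inhibition above about 35% when tested at 20 µM, limit read from the data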;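 also: plate controls were DMSO wells with enzyme for no effect and DMSO wells lacking enzyme for full effect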
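Assay system: recombinant HKDC1 hexokinase; detection: coupled resazurin fluorescence, excitation 525 nm, emission 613 nm; benchmarks: DMSO-plus-enzyme-mix negative control, buffer-substituted positive control; compound dosing: single 20 µM dose; schedule: 90 min at room temperature in dark; also added: glucose plus 1 mM ATP as hexokinase substrates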
mIAP activ = mouse IAP activation; AID 2805; actives 0.24% (n = 330,000); muIAP, CDP-Star luminescence, 30 min; stronger effect = higher value; 1 = vehicle-only enzyme signal, 0 = enzyme-free wells; activation factor at 10 µM;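 active = activation factor of at least 2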; also: the source names both 10 and 20 µM as test concentration; values of inactives mirror those of a sister screen read the other way
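also added = chemiluminescent substrate CDP-Star | test system = mouse IAP enzyme | signal = chemiluminescence readout | compound = DMSO-dissolved test compounds | incubation = 30 min at room temperature | benchmarks = DMSO wells, no-enzyme wells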
hIAP block = blocks human intestinal alkaline phosphatase; purified IAP, CDP-Star luminescence, 30 min; actives 0.12% (n = 330,000); P09923; inhibition, % at 10 µM; AID 2544;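 active = inhibition reaching a set limit with compound at 10 µM in the primary screen, cut at about 35% in these data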;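 also: plate controls were DMSO wells with enzyme for no effect and no-enzyme buffer wells for full effect; values of inactives mirror those of a sister screen read the other way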
Target sequence (P09923 whole entry, looked up): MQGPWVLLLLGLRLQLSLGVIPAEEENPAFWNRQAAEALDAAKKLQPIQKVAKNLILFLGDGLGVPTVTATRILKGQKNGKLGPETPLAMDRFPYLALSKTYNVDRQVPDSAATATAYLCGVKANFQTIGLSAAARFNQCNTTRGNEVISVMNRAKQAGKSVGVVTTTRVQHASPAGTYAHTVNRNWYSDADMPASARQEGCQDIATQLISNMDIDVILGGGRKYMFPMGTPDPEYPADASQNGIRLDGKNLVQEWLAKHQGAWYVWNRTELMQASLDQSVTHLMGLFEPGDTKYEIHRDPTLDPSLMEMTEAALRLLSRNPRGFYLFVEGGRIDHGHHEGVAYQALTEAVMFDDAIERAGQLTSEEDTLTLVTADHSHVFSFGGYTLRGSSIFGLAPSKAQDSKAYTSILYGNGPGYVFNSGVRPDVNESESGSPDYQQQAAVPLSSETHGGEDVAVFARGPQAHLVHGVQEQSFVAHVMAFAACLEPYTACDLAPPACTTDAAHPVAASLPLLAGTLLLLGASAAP
ATG4B inh = inhibitors of human ATG4B cysteine protease | Q9Y4P1 | ATG4B cleavage of LC3-PLA2, NBD-HPC fluorescence, 1 h | inhibition, % at 8.33 µM | actives 0.51% (n = 340,000); in the data active = inhibition above about 40%
Target sequence (Q9Y4P1 whole entry, looked up): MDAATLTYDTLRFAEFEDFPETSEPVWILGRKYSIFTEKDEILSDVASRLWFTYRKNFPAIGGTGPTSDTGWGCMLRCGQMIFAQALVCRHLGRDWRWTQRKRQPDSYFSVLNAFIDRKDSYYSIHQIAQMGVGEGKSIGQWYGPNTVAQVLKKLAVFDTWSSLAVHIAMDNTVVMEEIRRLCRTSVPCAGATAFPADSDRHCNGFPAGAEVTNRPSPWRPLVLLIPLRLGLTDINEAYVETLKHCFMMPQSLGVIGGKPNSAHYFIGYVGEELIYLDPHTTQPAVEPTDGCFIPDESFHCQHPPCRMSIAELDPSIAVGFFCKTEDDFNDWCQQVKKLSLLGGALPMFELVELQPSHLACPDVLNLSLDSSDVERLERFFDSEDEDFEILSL
PfG6PD inh = PfG6PD (Plasmodium falciparum) enzyme inhibition; PfGluPho enzyme, NADPH resazurin-diaphorase fluorescence; inhibition, % at 20 µM; actives 0.78% (n = 350,000);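 active = inhibition reaching at least a set limit at 20 µM in the primary screen, cut at about 59% in these data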;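 also: 0% = DMSO wells with substrate and 100% = DMSO wells lacking glucose-6-phosphate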
hIAP activ = increases human intestinal alkaline phosphatase activity. P09923. purified human IAP, CDP-Star luminescence, 30 min; stronger effect = higher value; 1 = vehicle-only enzyme, 0 = enzyme-free background. activation factor at 10 µM. actives 0.16% (n = 330,000);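 active = activation factor of the enzyme at least 2-fold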; also: the source names both 10 and 20 µM as test concentration; values of inactives mirror those of a sister screen read the other way
mIAP inh = blocks mouse intestinal alkaline phosphatase. purified mouse IAP, CDP-Star luminescence, 30 min. inhibition, % at 10 µM. actives 0.2% (n = 330,000). AID 2806;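 active = inhibition of at least 40% at 10 µM in the primary screen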;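 also: plate controls were DMSO with enzyme for no effect and no enzyme wells for full effect; values of inactives mirror those of a sister screen read the other way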
* hit, by the source's call; . = no result given.

A3A deaminase,HKDC1 inhibitor,mIAP activ,hIAP block,ATG4B inh,PfG6PD inh,hIAP activ,mIAP inh,Structure
-1.3,1.2,0.967,-2.2,7.0,-9.1,1.02,3.3,CCOc1ccc(CCNC(=O)Cn2nc(C)c3c(C)n(-c4ccccc4)nc3c2=O)cc1
-2.3,-10.8,0.969,13.3,-13.5,-8.2,0.867,3.1,Cc1[nH]c(=O)[nH]c(=O)c1S(=O)(=O)N1CCCC(C(=O)N2CCN(c3cccc(C(F)(F)F)c3)CC2)C1 (stereo not given)
0.5,-7.1,0.918,2.8,5.7,0.0,0.972,8.2,CCOC(=O)CN(Cc1sccc1C)C(=O)Nc1ccc(OC)cc1OC
-1.5,-1.9,0.959,-40.3,-6.6,20.4,1.4,4.1,CNCc1cn2cc(Cl)ccc2n1
-3.6,-3.0,1.05,-11.0,-12.8,-17.1,1.11,-4.7,CCCc1cc(=O)[nH]c(SCC(=O)N(CC)C2CCS(=O)(=O)C2)n1 (stereo not given)
-4.3,-0.6,0.991,-0.5,-2.4,-3.4,1,0.9,N#Cc1ccccc1OCC(=O)Nc1ccc2c(c1)OCCO2
-2.1,-9.2,1.02,0.0,11.5,-1.9,1,-2.0,CC1CCC(N(CCCN)Cc2ccco2)CC1C (stereo not given)
-2.1,0.6,0.89,12.5,3.8,-12.3,0.875,11.0,CC1CC(C)CN(C(=O)C2CC(=O)N(c3ccc(F)cc3)C2)C1 (stereo not given)
1.6,6.8,0.912,14.4,-10.2,6.8,0.856,8.8,Cc1nc(N/N=C/c2ccc(O)cc2)c2cnn(-c3ccccc3)c2n1
-2.7,3.7,1.02,-0.6,0.1,11.7,1.01,-2.1,COc1ccc(-c2nc3ccccc3o2)cc1OC
6.4,4.4,0.778,-8.6,3.3,-8.7,1.09,22.1,O=c1[nH]c(Cc2ccccc2)nc2c1oc1ccccc12
-1.4,-3.0,0.978,8.5,-22.2,8.5,0.915,2.2,Cc1[nH]c2ccccc2c1/C=N/NC(=O)c1cc(-c2cccs2)[nH]n1
-4.5,2.5,1.11,-12.2,-1.5,-11.3,1.12,-10.8,N/C(=N\NC(=O)Nc1ccccc1)c1ccccn1
-1.1,0.2,0.905,5.8,-10.6,-1.1,0.942,9.5,COc1ccc(CNC(=O)C(NC(C)=O)C(=O)Nc2ccc(OC)cc2)cc1 (stereo not given)
-1.5,0.4,1.06,5.8,-1.9,-8.0,0.942,-5.7,CCc1ccc(NC(=O)c2cc(C)nn2-c2ccccc2)cc1
1.7,-0.9,0.911,-37.9,4.4,-15.0,1.38,8.9,Cc1cccc(Cc2cnc(N3C(=N)SC(C)C3=O)s2)c1 (stereo not given)
3.1,-3.8,1.06,-8.9,-1.2,5.1,1.09,-6.2,Cc1cc(C)c(S(=O)(=O)N2CCOCC2)c(C)c1N(C)S(=O)(=O)c1ccccc1
-2.3,12.2,0.899,-14.2,39.6,-14.5,1.14,10.1,O=c1cc(-c2ccccc2)nc2c(-c3ccccc3)c(C(F)(F)F)[nH]n12
-11.4,-4.7,1.06,-3.7,-1.6,26.8,1.04,-6.5,CC(=O)C1=C(O)C(=O)N(Cc2ccco2)C1c1cccc(F)c1 (stereo not given)
-3.8,-3.5,0.922,6.6,0.0,40.9,0.934,7.8,CCN(CC)S(=O)(=O)c1cccc(-c2n[nH]c(=S)n2CC(C)C)c1
-1.0,-2.4,0.987,23.3,-5.3,-6.2,0.767,1.3,Cc1cc(C)cc(NC(=O)C2CCCN2S(=O)(=O)c2cccc3cccnc23)c1 (stereo not given)
0.8,-3.3,0.968,1.2,2.9,-10.8,0.988,3.2,CCN(C(=O)COc1ccccc1)C1CCCCC1
-0.1,-4.1,1,-11.1,-15.8,37.2,1.11,-0.5,O=C(CC(=O)Nc1ccc(Cl)c(Cl)c1)N/N=C/c1ccc(O)cc1
-3.5,-4.3,0.964,-0.1,-10.4,2.4,1,3.6,CCOC(=O)c1csc(NC(=O)c2ccc(OCC)cc2)n1
-1.9,-2.6,0.975,9.7,-3.1,2.7,0.903,2.5,COc1ccc(OC)c(NC(=O)CCNS(=O)(=O)c2cccc3nonc23)c1
-2.9,-2.5,1.02,-3.0,-0.5,30.7,1.03,-1.7,COc1ccc(Br)cc1/C=C/C(=O)NC(=S)Nc1ccc(Cl)c(C(=O)O)c1
2.7,-1.1,1.07,-1.6,-12.7,-5.3,1.02,-7.1,Cc1c(NC(=O)C(C)Oc2cccc(Cl)c2)c(=O)n(-c2ccccc2)n1C (stereo not given)
-1.2,1.9,1.04,1.3,-4.1,-43.8,0.987,-4.1,CC1=C(C(=O)Nc2ccccn2)C(c2ccc(Cl)cc2)NC(=S)N1 (stereo not given)
-7.8,.,1,-2.8,.,.,1.03,-0.5,O=C(Cc1nc2ccccc2s1)c1ccc(O)cc1O
-1.6,-6.3,1.01,4.3,-6.0,11.1,0.957,-1.4,NNC(=O)C1CCN(S(=O)(=O)c2ccc(Cl)cc2)CC1
-2.3,1.6,1.02,8.4,-7.6,4.8,0.916,-2.1,C#CCNC(=O)C1=C[C@@H](c2ccc(Br)cc2)C[C@@H](OCc2ccc(CO)cc2)O1
3.1,-9.9,1.02,0.6,5.8,-3.0,0.994,-1.9,O=C(C1CC(c2ccc(F)cc2)=NO1)N1CCCCC1 (stereo not given)
-2.4,-0.9,0.938,2.1,1.0,10.7,0.979,6.2,O=c1[nH]cnc2c1cnn2Cc1ccccc1Cl
2.4,5.2,0.946,7.5,-0.8,-20.2,0.925,5.4,COc1ccc(C2CC(c3ccccc3)=NN2C(=O)CSc2nccc(=O)[nH]2)cc1 (stereo not given)
-2.6,9.6,0.85,1.2,-15.1,17.7,0.988,15.0,CN(C)c1ccc(/C=c2\sc3n(c2=O)CCCN=3)cc1
4.2,-4.2,0.955,14.4,-8.0,-4.7,0.856,4.5,Cn1cc(CNC(=O)C23CC4CC(CC(C4)C2)C3)cn1
3.1,-3.0,0.954,6.4,-5.6,-0.9,0.936,4.6,O=C(COC(=O)CNC(=O)c1ccc(Cl)cc1Cl)NCc1ccco1
0.2,-11.8,1.01,1.6,-2.5,-12.6,0.984,-1.5,Nc1ncnc2c1ncn2[C@@H]1O[C@H](CO)[C@@H](O)[C@@H]1O
0.1,-0.2,1,5.7,-6.1,-8.0,0.943,0.0,COCCN(C(=O)CCC(=O)Nc1ccccn1)C(C(=O)NCCC(C)C)c1ccc(C)cc1 (stereo not given)
-1.1,1.2,0.778,11.0,23.4,-12.3,0.89,22.2,CC(C)NC(=S)N/N=C/c1sc(N2CCCCC2)nc1-c1cccs1
-2.7,-1.0,1.14,-6.3,-3.1,-7.8,1.06,-14.3,CC(C)OC(=O)C1C2C=CC3(CN(CC4CCCO4)C(=O)C13)O2 (stereo not given)
1.5,-3.8,1.06,-11.7,6.1,13.0,1.12,-6.0,COc1ccc(-c2csc(Nc3ncccc3C)n2)cc1OC
-4.7,13.1,0.859,-16.1,0.4,-17.4,1.16,14.1,COc1cc(/C=C2\SC(=S)N(CC(=O)O)C2=O)ccc1OS(=O)(=O)c1ccc(C)cc1
0.6,6.9,1.04,2.9,27.0,-25.3,0.971,-3.7,N/C(Cc1cccc2ccccc12)=N\OC(=O)Cc1cccs1
-1.2,-3.2,1.04,-8.5,-9.1,10.4,1.08,-3.9,COc1ccccc1CNS(=O)(=O)c1cccs1
-3.0,-14.9,1.02,2.9,2.5,3.5,0.971,-2.2,CC(=O)CCc1c(C)[nH]c2ccccc2c1=O
0.0,3.9,1.08,-8.3,-3.6,17.8,1.08,-7.9,COc1ccc2nc(N3CCCC(O)C3)c(C#N)cc2c1 (stereo not given)
-2.8,1.7,1.25,16.8,39.9,-3.4,0.832,-24.6,Cc1cccc(-n2c(SCC(=O)Nc3cccc(S(=O)(=O)NC4=NCCCCC4)c3)nc3ccccc3c2=O)c1C
0.3,-5.2,0.964,-1.7,-2.3,14.1,1.02,3.6,CC1CCc2sc(C(=O)N/N=C/C3CCCCC3)cc2C1 (stereo not given)
0.8,.,0.945,14.6,.,.,0.854,5.5,Nc1nc2c(ncn2CCC(CO)CO)c(=O)[nH]1
-6.3,-5.3,0.961,1.7,17.5,-23.6,0.983,3.9,CN(C)S(=O)(=O)c1ccc(C(=O)Nc2nnc(SCc3cccc4ccccc34)s2)cc1
2.0,-0.7,1.05,-3.6,-10.2,7.8,1.04,-4.6,O=C(N/N=C/c1cccc(F)c1)NC1CCCCC1
-5.7,-8.1,0.944,-0.4,2.0,38.6,1,5.6,Cn1c(=O)c2c(SCC(=O)c3ccccc3)nc(C3CC3)nc2n(C)c1=O
-2.4,-6.9,0.725,-121.2,3.8,-18.4,2.21*,27.5,Cc1ccc(S(=O)(=O)NCC(=O)NNC(=O)c2ccccc2Cl)cc1C
4.0,2.3,1.26,-12.8,-6.5,-12.3,1.13,-26.2,O=C(c1ccc(CN2CCOCC2)cc1)N1CCN(c2cccc(Cl)c2)CC1
-3.7,1.4,0.885,-58.6,-5.4,-1.8,1.59,11.5,COc1c(Br)cc2c(C)c(C(=O)N3CCOCC3)oc2c1Br
2.1,2.9,1.02,6.5,8.2,8.3,0.935,-2.0,Nc1ccc2nc(CCCO)[nH]c2c1
-0.6,-1.2,1.02,-7.3,-14.4,7.0,1.07,-1.8,O=C(CN1CCN(Cc2ccccc2F)C1=O)NCc1ccco1
-3.0,11.6,0.882,14.0,-12.1,23.3,0.86,11.8,CCOc1ccc(C2C(C#N)=C(N)SC(N)=C2C#N)c(OCC)c1
0.8,.,0.983,3.0,.,.,0.97,1.7,CC(=O)OC1=C(O)C(=O)c2ccccc2C1=O

Grouped by structure, the compounds so far with a cyano group
A3A deaminase,HKDC1 inhibitor,mIAP activ,hIAP block,ATG4B inh,PfG6PD inh,hIAP activ,mIAP inh,Structure
-4.3,-0.6,0.991,-0.5,-2.4,-3.4,1,0.9,N#Cc1ccccc1OCC(=O)Nc1ccc2c(c1)OCCO2
0.0,3.9,1.08,-8.3,-3.6,17.8,1.08,-7.9,COc1ccc2nc(N3CCCC(O)C3)c(C#N)cc2c1 (stereo not given)
-3.0,11.6,0.882,14.0,-12.1,23.3,0.86,11.8,CCOc1ccc(C2C(C#N)=C(N)SC(N)=C2C#N)c(OCC)c1

(next part)
A3A deaminase,HKDC1 inhibitor,mIAP activ,hIAP block,ATG4B inh,PfG6PD inh,hIAP activ,mIAP inh,Structure
-4.0,-4.0,1.01,-6.7,-1.6,8.3,1.07,-1.0,O=C(NC1CC2CCCC(C1)N2C(=S)Nc1ccc(Cl)cc1)C1CC1 (stereo not given)
-0.2,3.2,0.997,7.8,-8.1,11.4,0.922,0.3,CC(C(c1cccs1)c1c(N)n(C)c(=O)n(C)c1=O)[N+](=O)[O-] (stereo not given)
-2.4,4.4,0.944,-8.7,-0.4,-9.1,1.09,5.6,Cn1ncc(Br)c1C(=O)Nc1ccc(Cl)cn1
2.8,-3.8,1,9.6,-9.1,-12.7,0.904,-0.5,O=C(Nc1ccccc1)N1CCN(c2ccccn2)CC1
2.3,-1.2,1.01,8.6,-1.9,-13.2,0.914,-0.8,CCOC(=O)c1ccc(OCC(=O)c2ccc(O)cc2O)cc1
0.7,0.3,1.08,-0.6,-11.9,19.7,1.01,-8.5,Nc1nnn(CC(=O)N/N=C/c2cccc(Cl)c2)n1
0.5,1.0,1.01,-4.5,-5.0,10.5,1.04,-1.0,COc1ccc(Cn2c(CCC(=O)Nc3ccc(C)c(C)c3)nc3cccnc32)cc1
-1.3,-9.0,0.917,-9.4,-6.1,0.1,1.09,8.3,O=C(NC(=S)NCc1ccccc1)C1CC1
-1.9,0.0,0.983,-31.6,-5.2,-2.5,1.32,1.7,Cc1cc(=O)[nH]c(N/N=C/c2ccc(C)o2)n1

Screens deposited in PubChem BioAssay by Sanford-Burnham Center for Chemical Genomics.

Not a hit list; any-hit rate near 2.4%.
